Compound activity (PubChem)
FBW7 activator – human FBW7 E3 ligase activation, primary screen | 650,000 tested, 0.13% active | Q969H0 | AID 1259310 | AlphaScreen FBW7–phospho-cyclin E peptide binding, activator screen | normalized activity (activation), % at 26.1 µM; in the data active means normalized activity above about 1.9%;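 further: purified mutant Fbw7 with reduced substrate affinity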
Target sequence (Q969H0 whole entry, looked up): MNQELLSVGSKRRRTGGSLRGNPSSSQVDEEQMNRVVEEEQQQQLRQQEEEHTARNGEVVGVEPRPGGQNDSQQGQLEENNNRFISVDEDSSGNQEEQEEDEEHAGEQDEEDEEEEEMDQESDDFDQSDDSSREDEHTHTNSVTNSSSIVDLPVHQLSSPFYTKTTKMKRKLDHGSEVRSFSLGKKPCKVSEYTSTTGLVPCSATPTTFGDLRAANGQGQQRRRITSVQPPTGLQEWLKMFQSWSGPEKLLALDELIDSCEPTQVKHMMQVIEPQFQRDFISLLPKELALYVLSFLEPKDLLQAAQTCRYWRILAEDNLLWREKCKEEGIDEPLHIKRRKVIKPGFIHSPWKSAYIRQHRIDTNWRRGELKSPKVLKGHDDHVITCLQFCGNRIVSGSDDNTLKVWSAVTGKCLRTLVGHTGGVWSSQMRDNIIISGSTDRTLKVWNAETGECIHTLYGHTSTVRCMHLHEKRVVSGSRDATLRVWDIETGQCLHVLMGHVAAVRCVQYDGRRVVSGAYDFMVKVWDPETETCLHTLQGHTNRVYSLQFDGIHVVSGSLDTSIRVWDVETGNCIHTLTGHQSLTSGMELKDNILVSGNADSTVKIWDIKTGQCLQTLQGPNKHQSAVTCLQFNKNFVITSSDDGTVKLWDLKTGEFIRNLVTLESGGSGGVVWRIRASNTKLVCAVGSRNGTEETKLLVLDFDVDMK
MITF inh – human MITF inhibition, primary screen; O75030; AlphaScreen MITF homodimerization, bead proximity signal; inhibition, % at 2.6 µM; AID 1259374; 650,000 tested, 0.91% active; in the data active means inhibition above about 50%;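 further: 0% = vehicle wells with protein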
TEAD-YAP inh – TEAD-YAP interaction inhibition; 640,000 tested, 1.4% active; AID 1259422; HEK-TIYL cells, TEAD-Gal4/YAP UAS-luciferase luminescence; inhibition, % at 9.12 µM; in the data active means inhibition above about 32%;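 further: 0% = median of test compound wells and 100% = reference inhibitor wells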
GPR151 ag – activators of human GPR151 | 650,000 tested, 1% active | activation, % at 11.2 µM | PathHunter beta-arrestin GPR151 cells, luminescence | Q8TDV0; in the data active means activation above about 4.9%;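 further: 0% = median of compound wells and 100% = cells with positive control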
An asterisk follows results filed as active; nt = not tested or not shown; & = joins results of further samples. Compounds as they come; overall some 3.4% were active at least once.

mol,FBW7 activator,MITF inh,TEAD-YAP inh,GPR151 ag
CCCc1nc(N)c(C#N)c(-c2ccccc2OC)c1CC,-0.1,11,0,1.0
NC(=O)c1cc(-c2ccc3c(c2)OCO3)no1,0.0,0,3,5.7*
O=C(Nc1ccc(N2CCOCC2)cc1)c1cccc(-n2cc(NC(=O)c3csc4ccccc34)cn2)c1,-0.1,-5,-21,0.0
CC(=O)c1ccc(N2CCN(C(=O)NC3CC(=O)N(c4ccc(C)c(C)c4)C3)CC2)cc1 (centres undefined),0.9,-12,1,1.1
COc1cccc(C2NC(=O)NC(C)=C2C(=O)OCC2CCCO2)c1OC (centres undefined),-0.1,6,-6,1.8
CCOCCC(=O)Nc1ncc(S(=O)(=O)c2ccc([N+](=O)[O-])cc2)s1,-0.1,0,-7,-0.9
CN(CC(=O)Nc1ccc(I)cc1)S(=O)(=O)c1ccccc1,0.1,11,2,0.2
Cc1ccc(NC(=O)CCc2nnc3ccc(NCc4ccc(F)cc4)nn23)cc1C,0.2,-6,2,-0.1
COc1cc(/C=C2/SC(N)=NC2=O)cc(OC)c1OC,1.1,12,6,-0.8
COc1cccc(C2C3=C(CC(C)(C)CC3=O)Nc3ccccc3N2C(=O)C(F)(F)F)c1OC (centres undefined),0.2,22,2,-1.4
Cc1ccc(NC(=O)CSc2nc3ccccc3c(=O)n2CCCC(=O)NCCc2ccccc2)cc1Cl,0.0,2,5,3.0
CCN(C(=O)c1cc([N+](=O)[O-])cc([N+](=O)[O-])c1)c1ccccc1,0.4,0,-6,-1.3
Cn1c(=O)[nH]c(=O)c2c1nc(NCc1ccccc1)n2Cc1ccc(Cl)cc1,-0.1,0,0,6.7*
O=C(Cc1cccs1)NCCCC(=O)Nc1cccc2cccnc12,0.0,18,9,-0.9
O=C(NNC(=S)NC1CCCCC1)c1cccs1,0.1,-10,-16,0.9
O=C(Nc1cccc(I)c1)c1ccc2c(c1)C(=O)N(c1nccs1)C2=O,-0.1,8,-6,-1.4
COCCN(C(=S)Nc1ccc(OC)c(Cl)c1)C1CCN(C(C)C)CC1,-0.1,-1,-7,0.7
Cc1csc(NC(=O)CCc2c(C)nc3nc(CN)nn3c2C)n1,0.1,-3,1,-1.7
Cc1oc2ccc(OCc3ccccc3F)cc2c1C(=O)O,1.4,20,-7,-4.5
CC[C@@H](Cn1nc(-c2cccs2)ccc1=O)NC(=O)C1CCN(S(C)(=O)=O)CC1,0.0,-3,0,1.3
N/C(=N\N=C\c1ccco1)c1nonc1N,0.0,0,-16,-0.4
O=C(NCCO)C(=O)Nc1ccc(Cl)c(Cl)c1,-0.1,-7,-20,-1.2
CCOc1ccc(N2C(=O)CC(NCc3ccc(F)cc3)C2=O)cc1 (centres undefined),0.1,2,-7,0.4
Cc1cccc(C)c1NC(=O)CN(c1ccc(Cl)cc1Cl)S(=O)(=O)c1ccccc1,-0.1,-2,1,-0.2
CCCNC(=O)c1ccc2nc(N3CCOCC3)sc2c1,0.1&0.1,-8&-7,-8&-22,-0.6&1.9

The list goes on; the last 2 above are carried over.
mol,FBW7 activator,MITF inh,TEAD-YAP inh,GPR151 ag
Cc1cccc(C)c1NC(=O)CN(c1ccc(Cl)cc1Cl)S(=O)(=O)c1ccccc1,-0.1,-2,1,-0.2
CCCNC(=O)c1ccc2nc(N3CCOCC3)sc2c1,0.1&0.1,-8&-7,-8&-22,-0.6&1.9
COc1ccc(Nc2c(-c3ccsc3)nc3ncccn23)cc1,-0.1,4,12,0.7
C=CCN1C(=O)/C(=C/c2ccccc2OCC(=O)OCC)SC1=S,0.0,23,-6,1.0
CCOc1ccc(-c2cc(=O)c3cc(NC(=O)c4ccc(OC)c(OC)c4)ccc3o2)cc1,0.0,-2,-1,1.1
COc1ccccc1NC(=O)C1C(=O)NC23CCCCC2C1c1ccccc1O3 (centres undefined),0.1,-15,-12,0.3
C/C(=N/NC(=O)COc1ccc(C)cc1[N+](=O)[O-])c1ccccc1O,0.0,13,0,-0.3
Cc1nc(Nc2ccc(F)cc2F)c2c(C)c(C)sc2n1,0.2,8,-7,-0.6
CCOC(=O)c1sc(NC(=O)COc2ccccc2)c(C(=O)OCC)c1C,0.0,1,-17,0.0
Cc1ccc2c(c1)CN(CC(=O)NC1CCCC1)CC(c1ccsc1)O2 (centres undefined),-0.1,6,-5,0.4
Cc1nc2c(C(=O)Nc3ccc4c(c3)CCC4)snc2c(=O)[nH]1,0.0,-1,-4,1.2
Cc1ccc(-c2ccc(/C=C3/C(=N)N4N=C(C(C)C)SC4=NC3=O)o2)cc1Cl,0.0,10,7,-0.8
COc1ccc(N=Nc2c(O)n(C)c(=O)[nH]c2=O)cc1,-0.2,8,-15,-2.2
Cc1cc(I)ccc1NC(=O)c1ccc(C(C)(C)C)cc1,0.1,-3,-21,1.5
Cc1cc(N2CCN(C(=O)c3cccs3)CC2)c(F)cc1[N+](=O)[O-],0.6,9,-1,0.9
CC/C=C\C/C=C\C/C=C\C/C=C\C=C\[C@H](O)CCCC(=O)O,nt,-7,nt,-2.0
CCc1ccccc1NC(=O)c1cc([N+](=O)[O-])nn1Cc1ccccc1,0.1,-6,-14,1.7
CC(Cc1ccc2c(c1)OCO2)CN1CCC2(CC1)CC2C(=O)NCCc1ccccn1 (centres undefined),0.0,0,0,2.1
CC(C)(c1ccccc1)c1ccc(OCC(=O)Nc2ccc(Oc3ccccc3)cc2)cc1,0.1,13,-9,0.5
CC(C)(C)n1nnnc1C(c1cccc(C(F)(F)F)c1)N1CCC(O)CC1 (centres undefined),1.0,5,3,0.4
COc1ccc2occ(C=O)c(=O)c2c1,0.0,5,-3,-1.3
CCCc1nc2ccccc2c(NC(=O)CN(C)CCc2ccc(OC)c(OC)c2)c1CC,-0.1,70*,7,2.7
COc1cc2nc(CN3CCN(Cc4ccc5c(c4)OCO5)CC3)[nH]c(=O)c2cc1OC,0.0,9,8,0.5
COCCCn1c(O)c(/C=C2\C=NN=C2c2ccccc2)sc1=S,0.0,13,-5,-0.2
COc1cc(C(=O)Nc2cc(Cl)ccc2C(=O)O)ccc1OC(C)=O,-0.1,-5,4,0.4
CN1c2ccccc2C(C)(C)C12C=Nc1c(cc(N3CCOCC3)c3ccccc13)O2 (centres undefined),0.0,3,7,-0.6
CC1C/C(=N\Nc2ccc(S(=O)(=O)N3CCOCC3)cc2[N+](=O)[O-])CC(C)(C)C1 (centres undefined),0.1,10,-2,-0.9

More structures follow.
mol,FBW7 activator,MITF inh,TEAD-YAP inh,GPR151 ag
CCOC(=O)Cn1nnc2ccccc21,-0.1,-4,-8,-0.6
C=CC(C)(C#CCN1CCCCC1)OC(C)=O (centres undefined),0.2,10,5,1.0
CCC(=O)NCc1ccc(Cl)c(Cl)c1,0.2,12,0,-0.7
CC1=CC(C)(C)N(C(=O)CSc2nc3ccccc3s2)c2cc(C)ccc21,0.0,-5,-1,-1.0
C/C(=N\Nc1ccccc1C(=O)O)c1ccc(-n2ccnc2)cc1,0.7,39,-19,-1.5
COc1cc(Nc2cc(N3CCOCC3)nc(N)n2)cc(OC)c1OC,-0.2,3,-3,1.6
CC1CCN(C(=O)CSc2nnc3c4ccccc4nc(C(C)C)n23)CC1,-0.1,7,10,-0.6
O=C(CN1C(=O)c2ccccc2C1=O)OCC(=O)c1ccccc1Cl,0.2,12,0,0.8
O=C(NC1CCCC1)C1CCN(Cc2cc(Cl)ccc2O)CC1,0.4,29,-2,0.1
CCCCOc1ccc(C(=O)OCc2c(C)noc2C)cc1,-0.1,-11,-2,-1.1
Cc1cc(C)n2nc(SCc3ccccc3)nc2n1,-0.1,-9,-22,-0.4
CCOc1ccc(C2C(C(=O)Nc3cc(C)ccn3)=C(C)NC3=C2C(=O)CC(C)(C)C3)cc1 (centres undefined),0.2,-2,-4,-0.7
O=C(Nc1sc2c(c1C(=O)N1CCCCC1)CCCC2)c1ccccc1Cl,-0.1,-9,-7,0.2
COc1ccc(NS(=O)(=O)c2cc(N)ccc2Cl)cc1Br,0.0,-5,-9,-0.6
CCCCc1nnc(NC(=O)CSc2nc(C)cc(C)n2)s1,0.1,12,7,-0.2
COc1ccc(-c2cnc(SCC#N)n2-c2ccccc2)cc1,-0.6,10,29,-1.2
Cc1ccc2[nH]c3c(=O)n(N)c(C)nc3c2c1,-0.1,-3,-18,0.4
Cn1c(=O)n(CC(=O)NC2(C)C3CCC(C3)C2(C)C)c2cccnc21 (centres undefined),-0.1,-6,-6,1.0
O=C(Nc1cccc([N+](=O)[O-])c1)c1ccc(Br)c(S(=O)(=O)N2CCCCC2)c1,-0.2,-4,-4,-0.9
COc1ccc(/C=C2N=C(/C=C/c3ccc(C)cc3)OC\2=O)c(OC)c1,0.0,10,6,0.0
O=C(NCCCNc1ccc(Cl)cc1[N+](=O)[O-])c1cc(F)c(F)cc1Cl,-0.1,-5,-13,-0.8
O=C(CSc1ccc(-c2ccncc2)nn1)c1cccc([N+](=O)[O-])c1,-0.2,6,2,0.4
O=C(COC(=O)CNC(=O)c1ccco1)Nc1cc(F)ccc1F,0.3,9,0,0.7
CCOC(=O)c1c(NS(=O)(=O)c2ccccc2)sc(C)c1C,0.0,-9,-2,0.6
Cc1cc2ccccc2n1CCNC(=O)c1cc(Br)ccc1Cl,-0.3,-5,-5,1.1

Molecules from the list above that contain a tert-butyl group, in the order listed:
mol,FBW7 activator,MITF inh,TEAD-YAP inh,GPR151 ag
Cc1cc(I)ccc1NC(=O)c1ccc(C(C)(C)C)cc1,0.1,-3,-21,1.5
CC(C)(C)n1nnnc1C(c1cccc(C(F)(F)F)c1)N1CCC(O)CC1 (centres undefined),1.0,5,3,0.4

An excerpt from above, showing only MITF inh:
mol	MITF inh
CCOc1ccc(C2C(C(=O)Nc3cc(C)ccn3)=C(C)NC3=C2C(=O)CC(C)(C)C3)cc1 (centres undefined)	-2
O=C(Nc1sc2c(c1C(=O)N1CCCCC1)CCCC2)c1ccccc1Cl	-9
COc1ccc(NS(=O)(=O)c2cc(N)ccc2Cl)cc1Br	-5

The results go on:
mol,FBW7 activator,MITF inh,TEAD-YAP inh,GPR151 ag
CC(Sc1nc2ccccc2o1)C(=O)O (centres undefined),1.5,64*,-25,-1.6
Cc1cc2cc3c(cc2n2c(SCC(=O)NC(C)(C)C)nnc12)OCCO3,0.0,-1,-5,-0.2
CNC(=O)C1=C(C)NC(=S)NC1c1ccccc1OC (centres undefined),0.0,2,2,9.5*
Cc1cccc(NS(=O)(=O)c2c(C)[nH]c(=O)[nH]c2=O)c1C,-0.1,-4,-3,-0.2
CC1CCN(C(=O)N2c3ccccc3Sc3ccccc32)CC1,0.3,12,-4,1.0
COc1ccc(NC(=O)CSc2nnc(C)c(=O)n2N)cc1OC,-0.4,4,-1,3.2
Cc1ccccc1NC(=O)C1(NC(=O)Cn2nnnc2N)CCCCC1,-0.1,10,4,2.1
CCCNC(=O)c1ccnc(Nc2ccncc2)c1,0.1,-4,1,3.6
O=C(O)CCCC(=O)Nc1ccc(-c2cnc(-c3ccc(NC(=O)CCCC(=O)O)cc3)nc2)cc1,0.0,-1,-12,-1.3
Cc1ccc2c(COC(=O)Cc3n[nH]c(=O)c4ccccc34)cc(=O)oc2c1,0.2,-3,-11,-2.0
CCOC1(C)C(=O)c2ccccc2N1Nc1ccccc1C(=O)CC (centres undefined),0.1,17,11,-0.1
COc1ccc(C2C=C(c3ccc(F)cc3)Nc3ncnn32)c(OC)c1 (centres undefined),0.1,7,-3,-0.7
COc1ccc(-c2nc(NCc3nc4ccccc4[nH]3)c3ncn(C4CCCCC4)c3n2)cc1,-0.1,-7,7,-0.7
O=C(Nc1nccs1)C1(c2ccc(Cl)cc2)CCC1,-0.1,-9,6,2.0
O=C(CCC(=O)n1nnc2ccccc21)n1nnc2ccccc21,0.4,48,7,-1.5
NC(=O)c1ccc(NC(=O)C2CCCO2)cc1 (centres undefined),0.2,3,0,-1.2
CCCOc1ccc(/C=N/NC(=O)CSc2nc(C)cc(C)n2)cc1,0.3,16,7,1.9
O=C(OCc1ccc([N+](=O)[O-])cc1)c1cc([N+](=O)[O-])ccc1Cl,0.0,-10,11,1.0
CC(=O)Nc1ccc(NC(=O)C2CCN(c3ccc(N4CCCC4CO)nn3)CC2)cc1 (centres undefined),0.1,13,-4,0.9
Cc1ccc(Oc2ccc(C#N)cc2[N+](=O)[O-])cc1C,-0.6,-14,-6,-0.2
c1coc(-c2nc3ccccn3c2Nc2ccc3c(c2)OCCO3)c1,-0.3,-4,41*,-1.6
COC(=O)C1=C(C)Nc2nnnn2C1c1ccco1 (centres undefined),0.3,22,8,-2.1
COc1cc(OC)cc(-n2c(=O)c3ccccc3n(CC(=O)NCc3ccco3)c2=O)c1,0.0,-6,4,0.5
Cc1nc(N(C)c2ccc(C(C)C)cc2)c2c(C)c(C(=O)Nc3ccc(Br)cc3C)sc2n1,-0.1,-4,-10,-0.2
CCN(CCCNC(=O)c1sc2ncn(CC(=O)N3CCCCC3C)c(=O)c2c1C)c1ccccc1 (centres undefined),-0.2,-19,7,-0.1
Cc1ccc(NC(=O)CCC(=O)c2ccccc2)cc1,0.0,11,-12,-0.7
